Assay outcomes from PubChem BioAssay.
hgDAF12 agonist: hgDAF-12 agonism, primary luciferase screen. HEK293 GAL4-hgDAF12 UAS-luciferase reporter, agonist luminescence; normalized to butyrate control. activation, % at 6.8 µM. actives 1.8% (n = 370,000). AID 687014;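 active means activation above a cutoff set at the mean of all screened compounds plus 3 SD, cut at about 10% in these data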;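 further: 0% = DMSO wells and 100% = sodium butyrate wells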
DAX1 inh-1: blocks DAX1 repression of SF-1 activated StAR promoter | HEK293T StAR-luciferase reporter, SF-1/DAX-1 repression relief | inhibition, % at 6.8 µM | actives 1.1% (n = 370,000) | AID 652010;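 active means inhibition above the mean over all tested compounds plus 3 SD, cut at about 3.6% in these data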;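 further: 0% = DAX-1 cells with DMSO and 100% = cells lacking DAX-1 with DMSO; higher inhibition means more luminescence from relief of DAX-1 repression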
NPR2 activator: GC-B (human) receptor activation. P20594. HEK293-GC-B cells, CNP EC30, cGMP TR-FRET; 0% at EC30 CNP, 100% saturating CNP. activation, % at 10 µM. actives 0.11% (n = 370,000). AID 1920062;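 active means activation at 10 µM reaching about 35% in either raw or pattern-adjusted values, limit read from the data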
GC-A act: GC-A (human) enzyme activation. P16066. AID 1671463. activation, % at 10 µM. HEK293 GC-A cells, cGMP TR-FRET, EC30 ANP; 0% at EC30 ANP, 100% saturating ANP. actives 0.14% (n = 370,000); in the data active means activation above about 40%
HGIII-sPLA2 inh: Blocks human group III sPLA2 activity; Q9NZ20; QFRET BODIPY PC-A2 liposome hydrolysis, fluorescence; inhibition, % at 12.2 µM; actives 0.56% (n = 370,000); AID 743126;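 active means inhibition above mean plus 3 SD of compounds lying within the high and low control bounds, cut at about 19% in these data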;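 further: 0% = median of test compound wells and 100% = no enzyme DMSO wells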
Target sequence (Q9NZ20 whole entry, looked up): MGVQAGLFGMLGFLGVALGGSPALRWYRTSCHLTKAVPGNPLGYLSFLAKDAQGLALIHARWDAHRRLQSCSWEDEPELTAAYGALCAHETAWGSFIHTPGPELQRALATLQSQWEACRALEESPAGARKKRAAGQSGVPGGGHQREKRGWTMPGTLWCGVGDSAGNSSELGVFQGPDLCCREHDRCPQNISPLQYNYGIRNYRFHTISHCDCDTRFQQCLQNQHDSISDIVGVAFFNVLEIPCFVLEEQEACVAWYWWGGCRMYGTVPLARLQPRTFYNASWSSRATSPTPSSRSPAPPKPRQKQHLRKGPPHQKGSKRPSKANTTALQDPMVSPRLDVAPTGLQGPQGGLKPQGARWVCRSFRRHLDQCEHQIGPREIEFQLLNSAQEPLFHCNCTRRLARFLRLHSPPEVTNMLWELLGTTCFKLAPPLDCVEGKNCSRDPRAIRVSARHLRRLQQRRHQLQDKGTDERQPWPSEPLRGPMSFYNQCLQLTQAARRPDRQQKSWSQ
DAX1 inh-2: NR0B1 (DAX1) inhibition; P51843; HEK293 Gal4-DAX1 luciferase reporter, luminescence; inhibition, % at 6.75 µM; actives 0.99% (n = 340,000); AID 504766;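 active means inhibition above the mean over all tested compounds plus 3 SD, cut at about 4.2% in these data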;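 further: 0% = DAX1-transfected cells with DMSO and 100% = empty-vector control cells with DMSO; inhibition shows as a rise in luminescence from relieved DAX1 repression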
ssDAF-12 act: activators of S. stercoralis DAF-12 nuclear receptor; actives 1% (n = 370,000); AID 652126; HEK293 ssDAF-12/GRIP1 lit1-tk-luc reporter, luminescence; % of 3 µM dafachronic acid response; activation, % at 6.8 µM;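 active means activation above the mean over all tested compounds plus 3 SD, cut at about 0.9% in these data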;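 further: 0% = DMSO-only wells and 100% = 3 µM delta7-dafachronic acid wells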
SMARCA2 act: increases SMARCA2 function in MMTV reporter cells. MG213 cells, MMTV-luciferase reporter, dexamethasone, overnight. activation, % at 9.1 µM. actives 1% (n = 370,000); in the data active means activation above about 7.8%;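 further: 0% = vehicle wells and 100% = reference activator wells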
hcDAF-12 act: activators of H. contortus DAF-12 nuclear receptor; HEK293 hcDAF-12 lit1-tk-luc reporter, luminescence; 0% DMSO, 100% Δ7-dafachronic acid; activation, % at 6.8 µM; actives 1.4% (n = 370,000); AID 652067;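 active means activation above the mean of all tested compounds plus 3 SD, cut at about 5.5% in these data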;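 further: 100% = response to 3 µM Δ7-dafachronic acid high control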
ADAM10 inh: inhibits human ADAM10 | AID 720582 | recombinant ADAM10, EDANS/DABCYL FRET peptide cleavage, 3 h | actives 0.62% (n = 370,000) | inhibition, % at 7 µM | O14672;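 active means inhibition above a per-campaign cutoff equal to the mean of compounds falling between control-based bounds plus 3 SD, cut at about 20% in these data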;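 further: 0% = DMSO wells while the 100% control is not disclosed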
Target sequence (O14672 214-748 limits assumed): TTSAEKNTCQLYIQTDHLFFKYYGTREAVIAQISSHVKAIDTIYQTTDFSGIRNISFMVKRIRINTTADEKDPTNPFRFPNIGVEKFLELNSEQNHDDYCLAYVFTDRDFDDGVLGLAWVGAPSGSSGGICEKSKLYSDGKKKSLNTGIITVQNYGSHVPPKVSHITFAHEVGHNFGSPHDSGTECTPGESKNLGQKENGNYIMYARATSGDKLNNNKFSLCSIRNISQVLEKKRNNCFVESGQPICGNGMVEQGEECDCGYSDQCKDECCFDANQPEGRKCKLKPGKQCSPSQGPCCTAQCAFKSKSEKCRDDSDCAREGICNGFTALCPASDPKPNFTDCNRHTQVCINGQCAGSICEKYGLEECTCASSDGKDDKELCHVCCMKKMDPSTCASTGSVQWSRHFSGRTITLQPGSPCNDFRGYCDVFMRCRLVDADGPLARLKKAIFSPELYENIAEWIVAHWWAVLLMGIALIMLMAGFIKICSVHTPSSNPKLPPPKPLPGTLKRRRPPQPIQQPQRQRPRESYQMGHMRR
FXN GAA850 act: frataxin GAA850 promoter activation; HEK293 lucGAA850 FXN promoter luciferase reporter, 24 h; percent of 10 µM SAHA response; activation, % at 6 µM; actives 0.56% (n = 360,000);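 active means activation above the average of all compounds screened plus 3 SD, cutoff fixed separately per campaign, cut at about 7.5% in these data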;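 further: 0% = DMSO wells and 100% = 10 µM SAHA wells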
* hit, by the source's call; i = inactive; / = no result given; & = joins results of further samples.

SMILES	hgDAF12 agonist	DAX1 inh-1	NPR2 activator	GC-A act	HGIII-sPLA2 inh	DAX1 inh-2	ssDAF-12 act	SMARCA2 act	hcDAF-12 act	ADAM10 inh	FXN GAA850 act
CC1=C(C(=O)N2CCCCCC2)CC(CC(=O)NCCCCc2ccccc2)C(=O)N1CCC1=CCCCC1 (stereo unspecified)	-2.5	-0.8	-10	0	-19	/	-0.5	-4	-2.5	1	/
O=C(CSCc1c(Cl)cccc1Cl)NCC1CCCO1 (stereo unspecified)	-0.4	-0.2	4	0	6	2.0	-1.4	-1	-1.8	-11	-2.4
CC1(C)C2CCC(C2)C1(C)NC(=O)CNCc1cccs1 (stereo unspecified)	2.1	-0.3	4	1	-1	-0.3	-1.4	-1	-1.9	7	4.5
Cc1ccc(Cl)c(Nc2ccccc2C(=O)O)c1Cl	0.2&0.5	0.1&0.8	5&2	2&-2	-19&-24	0.4&0.8	-0.9&-0.9	-2&-2	-2.6&-2.4	-8&4	1.5&-1.2
CCN(CC)c1ccc(NC(=O)C2=CC=CN3CCS(=O)(=O)N=C23)cc1	1.7	2.7	-3	-3	21*	0.5	-0.3	3	-0.8	-9	2.0
CCN(CC)c1nc(N)nc(NS(=O)(=O)c2ccc(Cl)cc2)n1	9.1	-0.2	-5	-8	-13	1.3	-0.3	5	2.0	3	-2.3
O=C(CCCN1C(=O)/C(=C/c2cccs2)SC1=S)Nc1ccccc1O	0.1	-0.2	-4	-3	-14	3.7	-1.1	-1	-1.4	5	-0.1
COc1cc(/C=C(\C#N)c2ccccn2)ccc1OCc1ccc(Cl)cc1	4.6	-1.2	-2	-12	-4	3.2	-2.0	4	-0.1	10	-0.1
CCOCCCNC(=O)Cn1cc2c(n1)CCCC2	-2.9	0.9	1	1	3	5.4*	-1.0	-1	0.5	-3	0.1
COc1ccccc1-n1cc(CN2CCN(C3CCCC3)C(CCO)C2)cn1 (stereo unspecified)	-1.3	0.3	4	4	2	0.5	-0.5	0	0.4	0	2.8
Cc1ccc(C)c(NC(=O)CCC(=O)NNC(=S)Nc2ccccc2)c1	0.2	0.2	1	1	10	0.7	-1.1	-1	0.6	-2	1.8
CN(NC(=O)c1ccc(Cl)cc1)c1nc(-c2ccccc2)nnc1C(F)(F)F	-1.1	0.2	-2	-2	-3	-0.4	-0.9	0	-0.6	3	0.4
CCCCNC(=O)C(CC)(ONc1ccccc1C(F)(F)F)c1ccccc1 (stereo unspecified)	-1.0	0.2	-9	-2	10	-0.6	-1.0	0	-1.8	-7	-0.1
CCC(=O)N[C@@H]1CC[C@@H](CCNC(=O)Nc2ccc(F)cc2)O[C@@H]1CO	-4.0	0.7	1	6	5	/	-0.5	3	0.4	-3	/
Cc1cccc2nc(C(=O)Nc3cc(Cl)ccc3-n3cncn3)cn12	0.5	0.8	-1	6	12	0.8	0.1	0	0.0	-11	4.5
Cc1ccc(F)c(S(=O)(=O)NC(=O)C2(C)CCN2C(=O)C2(c3ccc(Cl)cc3)CCC2)c1 (stereo unspecified)	0.9	-0.1	5	-1	-15	/	-1.4	-1	1.2	-6	-2.3
CCOCCCNC(=S)Nc1ccc(Br)cc1Cl	0.0	-0.6	1	2	20*	-2.7	-1.6	-1	-0.9	-5	2.7
Cc1nc(SCc2ccc(F)cc2)c([N+](=O)[O-])[nH]1	-2.2	0.1	2	-1	13	1.7	-0.8	1	-2.0	-5	0.8
CSCCC(NC(=O)c1ccccc1)C(=O)N/N=C(\C)Cc1ccccc1 (stereo unspecified)	-0.9	-0.4	4	2	0	-0.4	-0.8	-3	-1.5	-2	0.6
Cc1nc(NCC2CCCO2)nc2c1C(=O)CC(C)C2 (stereo unspecified)	1.3	-0.6	-3	1	6	0.1	-0.9	1	-0.5	2	-2.1
Cn1c2ccc(Br)cc2c2nnc(SCC(=O)O)nc21	3.4	-0.2	-19	5	16	0.9	0.6	0	5.7*	-5	1.9
NC(=O)c1ccsc1NC(=O)CSc1ccccc1F	4.0	1.6	-1	4	-5	1.0	-0.9	3	1.2	-5	8.2*
COc1ccc(O)c(C(c2c(C)[nH][nH]c2=O)c2c(C)[nH][nH]c2=O)c1	-2.1	-1.7	7	2	2	-0.4	0.2	-2	0.9	-7	-0.6
COc1ccc(S(=O)(=O)NC2CC(=O)N(c3cccc(F)c3)C2)cc1OC (stereo unspecified)	-1.1	0.7	-3	0	-2	-0.7	-0.7	-2	-1.2	-1	-0.2
COC(=O)[C@]12C[C@H](CC(=O)NCCCCc3ccccc3)C(=O)N(Cc3cccc4ccccc34)C1=C[C@H](C(C)C)O[C@@H]2C1CC1	-2.5	-1.2	0	-3	-11	/	1.3*	-3	-0.6	6	/
CC1CCCCN1S(=O)(=O)c1ccc(C(=O)Nc2nnc(-c3cccs3)o2)cc1 (stereo unspecified)	-1.1	-2.3	-2	-3	-7	-2.0	-1.0	-8	-1.1	7	-2.7
CCC(=O)Nc1ccc(S(=O)(=O)NCCc2ccccc2)cc1	3.0	-0.6	6	-2	-8	-0.6	-1.5	-1	-1.6	3	-1.3
O=C(CCN1CCCCC1)N=Nc1c(O)[nH]c2ccccc12	4.9	-0.1	-6	-4	2	1.1	0.1	-4	3.6	-2	2.3
Nn1cc(-c2ccccc2)nc1SCC(=O)N1CCN(S(=O)(=O)c2ccc(Cl)cc2)CC1	-1.6	-0.4	-3	0	-12	-1.7	-1.1	1	-1.2	8	2.4
O=c1c(-c2cc3ccccc3o2)[n+]([O-])c2ccccc2n1OCc1ccccn1	18*	4.3*	-3	-2	1	3.6	2.2*	5	15*	-26	2.4

Some of the entries above, reformatted:
Compound | hgDAF12 agonist | DAX1 inh-1 | NPR2 activator | GC-A act | HGIII-sPLA2 inh | DAX1 inh-2 | ssDAF-12 act | SMARCA2 act | hcDAF-12 act | ADAM10 inh | FXN GAA850 act
O=C(CSCc1c(Cl)cccc1Cl)NCC1CCCO1 (stereo unspecified) | -0.4 | -0.2 | 4 | 0 | 6 | 2.0 | -1.4 | -1 | -1.8 | -11 | -2.4
CC1(C)C2CCC(C2)C1(C)NC(=O)CNCc1cccs1 (stereo unspecified) | 2.1 | -0.3 | 4 | 1 | -1 | -0.3 | -1.4 | -1 | -1.9 | 7 | 4.5

(next part)
SMILES	hgDAF12 agonist	DAX1 inh-1	NPR2 activator	GC-A act	HGIII-sPLA2 inh	DAX1 inh-2	ssDAF-12 act	SMARCA2 act	hcDAF-12 act	ADAM10 inh	FXN GAA850 act
O=C(NCc1cccnc1)c1nnc(Cc2ccc(F)cc2)o1	4.0	2.5	0	-1	3	0.9	-1.2	1	0.0	2	0.1
COc1ccc(C(=O)c2ccc(Cl)c([N+](=O)[O-])c2)cc1	-6.4	1.9	15	3	9	0.1	0.5	-2	1.6	11	-0.7
O=C(Cc1ccc([N+](=O)[O-])cc1)Nc1cccc(C(=O)N2CCOCC2)c1	-3.0	-0.5	5	2	-7	-0.4	-1.9	-1	0.7	-1	0.6
CCOCCCn1c(=NC(C)=O)c(C#N)cc2c(=O)n3cccc(C)c3nc21	-1.8	-0.3	-4	8	-1	/	-0.7	-4	0.8	i	0.0
O=C(NC1CCS(=O)(=O)C1)c1cccc(Cl)c1 (stereo unspecified)	2.2	1.5	5	4	7	2.0	-1.2	-2	0.2	-3	0.5
CCC(C)(C)c1ccc(Oc2ccc(NC(=O)COC(=O)C3=COCCO3)cc2)cc1	-5.1	-1.3	4	1	-33	-0.6	-2.6	-10	-4.5	36*	-6.8
O=C(Nc1ccc(Cl)cc1Cl)C1CCC(=O)N1Cc1ccccc1Cl (stereo unspecified)	-2.5	-0.7	-3	-3	-11	0.8	-1.2	1	-2.1	-3	-1.0
Clc1ccc(CSc2nnc3ccccn23)c(Cl)c1	1.0	1.1	-3	4	14	3.1	-0.6	-1	0.8	-7	4.5
CCOC(=O)c1sc(NC(=O)CSc2nnnn2-c2ccccc2)nc1C	0.0	-0.2	0	0	-21	0.1	-1.0	3	-0.2	4	-0.5
CC(=O)N/C(=C\c1cccc([N+](=O)[O-])c1)C(=O)NC1CCCCC1	2.7	0.6	-2	-1	16	-1.9	-1.2	0	1.4	-3	-1.9
CC(C)NS(=O)(=O)c1cccc2nsnc12	1.5	-0.1	-1	0	18	-0.9	-1.1	1	-0.2	-3	1.9
COC(=O)C1=C(C)N(Cc2cccc(C(F)(F)F)c2)C(=NCc2cccc(C(F)(F)F)c2)NC1c1ccc(Cl)cc1 (stereo unspecified)	5.5	0.2	-8	-14	-4	/	-0.6	-2	0.6	-3	/
CCCc1nnc(SCC(=O)Nc2nccs2)o1	-1.8	0.0	0	1	3	0.7	-1.3	-3	5.5	-12	-0.2
COc1ccc2nc3n(c(=O)c2c1)-c1ccc(Cl)cc1C(=O)NC3Cc1ccccc1 (stereo unspecified)	-2.6	-0.7	-7	-8	-6	/	-1.6	-2	-2.8	-2	/
Cc1cc(C)n(C(=O)CCC(=O)Nc2ccc(C)c(C)c2)n1	1.4	0.2	6	0	2	1.8	-0.8	-2	2.4	-2	0.5
Cc1cc2c(cc1C)-c1c(ssc1=Nc1ccc(S(N)(=O)=O)cc1)C(C)(C)N2	0.5	0.4	-3	-11	-4	2.0	-1.5	1	-1.6	1	0.6
Cc1ccc(CNC(=O)[C@@H](Cc2ccccc2)NC(=O)[C@H]2O[C@@H](n3ccc(N)nc3=O)[C@H](O)[C@@H]2O)o1	2.4	0.8	1	2	7	/	-0.7	-2	-0.6	-9	/
Cc1cc(C)n(CC(=O)Nc2ccc(N3CCOCC3)c(Cl)c2)c(=O)c1C#N	0.8	-0.2	6	3	-2	-0.2	-1.0	-2	1.1	-6	-1.5
Cc1csc(NC(=O)c2ccc[nH]c2=O)n1	11*	1.9	7	3	0	0.8	-1.1	9.1*	1.1	10	5.1
CCOc1ccc(NC(=O)c2cccc(S(=O)(=O)Nc3c(C)n(C)n(-c4ccccc4)c3=O)c2)cc1	-1.1	-2.1	3	-2	-10	-0.1	-1.0	2	-1.8	-4	0.9
COc1ccc(S(=O)(=O)Nc2ccc3c(c2)n(C)c(=O)n3C)cc1OC	-2.7	0.5	-1	3	-2	3.0	-1.2	-4	-0.3	5	-0.2
CC1(C)Nc2ccccc2N(Cc2ccc([N+](=O)[O-])cc2)C1=O	4.8	1.6	3	-4	1	0.3	-0.8	3	0.3	-4	0.3
CN1CCN(c2nc3c(c(=O)n(C)c(=O)n3C)n2Cc2ccc(Cl)cc2)CC1	0.1	-0.3	-4	-2	-1	-1.2	-0.9	-3	-0.2	-4	0.1
CCOC(=O)C1=C(Nc2ccccc2)CC(C)(O)C(C(=O)OCC)C1c1ccc(Br)cc1 (stereo unspecified)	3.0	-0.6	-10	-10	-1	0.4	-1.6	-3	1.3	-4	2.5
Cc1ccc(S(=O)(=O)N2[C@@H](c3ccc(F)cc3)C(C(=O)O)=CC[C@H]2c2ccc(C(C)C)cc2)cc1	1.6	0.3	-1	-2	-47	0.4	-1.1	-2	-1.0	4	1.5
Cc1[nH]c2ccccc2c1C(c1ccncc1)N1CCN(c2ccccc2F)CC1 (stereo unspecified)	-3.2	-0.5	-2	-19	5	1.4	-1.3	0	1.6	-2	2.6
Cc1nc(-c2ccc(Br)cc2)ccc1C(=O)O	-3.4	0.1	3	8	7	1.1	-0.4	-4	-3.4	-9	-0.9
